# Rpn11 block – Rpn11 (PSMD14) deubiquitinase inhibitors, primary screen, biochemical, fluorescence polarization, uHTS | calls only at 20 µM | 360,000 compounds, 0.59% hits | human 26S proteasome, Ub4-pepOG fluorescence polarization; 20S core pre-blocked with epoxomicin | 26S proteasome non-ATPase regulatory subunit 14 (Homo sapiens), O00487 | AID 588493, 2011;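 active means inhibition at 20 µM, scaled to each plate's controls, above about 33%, limit read from the data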
# Tb MetRS inh – T. brucei MetRS inhibitors, primary screen, biochemical, luminescence; AID 624268, 2012; 360,000 compounds, 0.4% hits; inhibition, % at 11.9 µM; purified T. brucei MetRS, ATP depletion, Kinase-Glo luminescence;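 active means inhibition above a per-plate cutoff of the control wells' mean inhibition plus 3 SD, cut at about 5.5% in these data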;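 further: 0% = DMSO wells median and 100% = median of wells with control inhibitor compound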
#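 System: purified T. brucei MetRS enzyme / Detection: Kinase-Glo luciferase luminescence reporting remaining unconsumed ATP / Medium: HEPES buffer with MgCl2, KCl, DTT, spermine, BSA, pyrophosphatase / Replication: singlicate, one well per compound / Evaluation: percent inhibition relative to median high and low control wells / Schedule: 2 h aminoacylation at 25 °C after 15 min preincubation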
# STEP inh – STEP phosphatase inhibitors, primary screen, biochemical, fluorescence intensity, uHTS; Tyrosine-protein phosphatase non-receptor type 5 (Homo sapiens), P54829; recombinant STEP, OMFP fluorogenic substrate; inhibition, % at 20 µM; 360,000 compounds, 0.25% hits;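 active means inhibition at 20 µM, scaled per plate between control wells, above about 37%, limit read from the data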;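 further: 0% = DMSO with enzyme and substrate and 100% = substrate only without enzyme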
# Target sequence (P54829 whole entry, looked up): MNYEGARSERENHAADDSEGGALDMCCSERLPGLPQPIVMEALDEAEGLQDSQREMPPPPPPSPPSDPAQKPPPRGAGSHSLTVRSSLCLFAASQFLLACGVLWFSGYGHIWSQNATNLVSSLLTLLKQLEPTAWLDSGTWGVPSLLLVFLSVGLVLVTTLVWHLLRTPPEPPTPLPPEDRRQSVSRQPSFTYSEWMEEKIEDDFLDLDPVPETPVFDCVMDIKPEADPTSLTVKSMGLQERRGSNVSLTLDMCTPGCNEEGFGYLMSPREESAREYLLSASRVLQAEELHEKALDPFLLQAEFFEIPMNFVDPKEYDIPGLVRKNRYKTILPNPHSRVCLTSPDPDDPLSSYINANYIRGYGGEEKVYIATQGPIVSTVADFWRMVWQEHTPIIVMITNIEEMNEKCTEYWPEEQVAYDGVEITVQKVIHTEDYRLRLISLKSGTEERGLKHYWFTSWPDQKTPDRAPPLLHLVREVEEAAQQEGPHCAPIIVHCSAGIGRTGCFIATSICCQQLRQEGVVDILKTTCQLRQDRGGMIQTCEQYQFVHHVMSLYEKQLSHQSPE
#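 Assay system: isolated STEP enzyme / Timing: 20 min at room temperature, dark / Doses: 20 µM, 1% DMSO / Technique: fluorescence intensity, excitation 480 nm, emission 540 nm / Reagent: fluorogenic phosphatase substrate OMFP at 25 µM final / Measure: percent inhibition scaled to no-enzyme and uninhibited-enzyme controls, plate-pattern corrected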
# LMPTP block – LMPTP phosphatase inhibitors, primary screen, biochemical, fluorescence intensity, uHTS; inhibition, % at 20 µM; Low molecular weight phosphotyrosine protein phosphatase (Homo sapiens), P24666; 360,000 compounds, 0.22% hits; AID 651560, 2012; recombinant LMPTP-A, OMFP fluorogenic substrate;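 active means compounds that cut the enzyme signal by at least half of the control window in the single-dose screen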;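 further: plate controls were DMSO wells with enzyme plus substrate for no effect and substrate without enzyme for full effect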
# Target sequence (P24666 whole entry, looked up): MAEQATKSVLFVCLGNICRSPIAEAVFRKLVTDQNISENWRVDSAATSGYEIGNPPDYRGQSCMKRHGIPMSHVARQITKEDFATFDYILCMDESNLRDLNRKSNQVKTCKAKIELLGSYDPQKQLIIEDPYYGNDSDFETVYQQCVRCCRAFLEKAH
#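 Buffer or medium: Bis-Tris pH 6.0, DTT, detergent; Assay system: LMPTP-A enzyme; Quantity: 0.625 nM enzyme; Detection: endpoint fluorescence intensity; Times: 50 min dark incubation at room temperature; Controls: substrate-only low control, DMSO enzyme-plus-substrate high control; Doses: single 20 µM dose; Read-out: percent inhibition versus substrate-only and uninhibited controls; Reagent: 400 µM OMFP.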
# SUMO1-SIM PPI – modulators of SUMO1 protein-protein interactions, primary screen, biochemical, uHTS; Small ubiquitin-related modifier 1 (Homo sapiens), P63165; SUMO1 binding to a labelled peptide, TR-FRET, 1 h; inhibition, % at 20 µM; 360,000 compounds, 0.33% hits; AID 602429, 2012; in the data active means inhibition above about 37%
# Target sequence (P63165 whole entry, looked up): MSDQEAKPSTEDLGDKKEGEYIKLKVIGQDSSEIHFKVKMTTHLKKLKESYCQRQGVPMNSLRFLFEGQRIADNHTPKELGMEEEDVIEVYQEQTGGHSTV
# CSN deneddyl inh – inhibitors of CSN-mediated cullin deneddylation, primary screen, biochemical, fluorescence polarization, uHTS | COP9 signalosome complex subunit 5 (Homo sapiens), Q92905 | Purified CSN, SCF-Nedd8-OG deneddylation | inhibition, % at 12.5 µM | 360,000 compounds, 0.38% hits;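 active means pattern-corrected inhibition above about 35%, with an unprinted fluorescence ratio check between 0.5 and 1.5, limit read from the data, passing the limit was not always enough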;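 further: 0% = enzyme with substrate and 100% = substrate without enzyme; some results filed as inactive read as strong as hits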
#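 Test system: purified human Csn5 enzyme expressed in HEK293T cells. Amount: 0.24 nM enzyme. Reagent: SCFSkp2-Nedd8OG substrate at 10 nM final. Schedule: 90 min incubation of compound, enzyme and substrate at room temperature. Detection: fluorescence polarization. Read-out: % inhibition of substrate cleavage by Csn5.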
# DNMT1 block – human DNMT1 methyltransferase inhibitors, primary screen, biochemical, molecular beacon, fluorescence, HinP1I cleavage, uHTS. DNA (cytosine-5)-methyltransferase 1 (Homo sapiens), P26358. inhibition (reported as % activation of signal), % at 10 µM. 360,000 compounds, 0.83% hits. AID 588458, 2011; in the data active means inhibition above about 50%
# Scp-1 inhibitor – Scp-1 phosphatase inhibitors, primary screen, biochemical, colorimetric, uHTS | Carboxy-terminal domain RNA polymerase II polypeptide A small phosphatase 1 (Homo … | Recombinant Scp1, phosphopeptide, malachite green phosphate absorbance | inhibition, % at 20 µM | 340,000 compounds, 0.88% hits;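 active means inhibition above about 50% at 20 µM, limit read from the data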;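 further: plate controls were DMSO wells with enzyme for no effect and wells lacking enzyme for full effect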
# Target sequence (Q9GZU7 76-261 limits assumed): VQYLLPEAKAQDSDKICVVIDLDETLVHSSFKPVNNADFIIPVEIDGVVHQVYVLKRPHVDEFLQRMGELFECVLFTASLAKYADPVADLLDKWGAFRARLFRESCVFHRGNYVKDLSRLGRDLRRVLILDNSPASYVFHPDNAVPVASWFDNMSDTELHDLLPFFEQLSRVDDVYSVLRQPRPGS
#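 Test system – truncated SCP-1 phosphatase (76-261aa) · Reagent – Phosphorylated 17-residue peptide substrate · Incubation – 45 min room-temperature reaction, 5 min colour, 30 min stabiliser · Detection – colorimetric phosphate reagent with accelerator and stabiliser, absorbance at 630 nm · Measure – % inhibition at 20 µM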
# MsrA inh – bovine MsrA enzyme inhibitors, primary screen, biochemical, absorbance, HTS; Methionine sulfoxide reductase A (Bos taurus); purified bovine MsrA, absorbance read-out; inhibition, % at 15.5 µM; 360,000 compounds, 0.75% hits; AID 651718, 2012; in the data active means inhibition above about 4.5%;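 further: 0% = vehicle wells with enzyme and 100% = reference inhibitor wells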
# NadD block – inhibitors of S. aureus NadD, primary screen, biochemical, colorimetric, uHTS. inhibition, % at 20 µM. purified NadD enzyme, colorimetric absorbance read-out. 360,000 compounds, 0.78% hits. AID 602399, 2012; in the data active means inhibition above about 26%; further: some compounds past the cut are filed as inactive
# An asterisk follows results filed as active; i = inactive; nt = not tested or not shown.
item	Compound	Rpn11 block	LMPTP block	MsrA inh	Scp-1 inhibitor	NadD block
1	CSc1nc2nc(C)cc(-c3ccccc3)n2n1	i	1.9	1.2	-3	-2
2	Cc1ccc(NC(=O)NC(=O)CN2C(=O)NC3(CCCCCCC3)C2=O)c(C)c1	i	0.8	-0.7	-3	7
3	CCn1c(CNc2ccc(Cl)cc2)nnc1SCC(=O)NCc1ccccc1	i	-2.0	0.5	1	-2
4	OC1C=CSc2nc3ccccc3n21 (configuration not stated)	i	-2.0	0.8	-11	3
5	Cc1cccc(NC(=O)C(=O)C2C(=O)Nc3ccccc32)c1 (configuration not stated)	i	0.4	1.6	-7	-2
6	COc1ccc(C)cc1NS(=O)(=O)c1ccc(-c2cnc(C3CC3)o2)cc1	i	1.3	-0.7	-2	-2
7	O=C(O)C1Oc2cc3ccccc3cc2O1	i	23	0.7	50	-4
8	O=[N+]([O-])c1ccc(S(=O)(=O)N2CCN(C3CCN(Cc4ccccc4)CC3)CC2)cc1	i	-1.9	-1.2	-8	-9
9	Cn1c(C(=O)N2CCc3ccccc3C2)cc2c(=O)n3ccccc3nc21	i	-0.8	0.6	5	1
10	COc1ccc(N=Nc2ccc(CO)cc2)cc1	i	0.5	2.7	-11	-7
11	CC1(C(=O)N(CC(=O)NC2CCCC2)C2CCCC2)CC(=O)N=C2C=CC=CN21 (configuration not stated)	i	-2.1	2.6	-6	-10
12	CC(OC(=O)c1nc(Cl)ccc1Cl)C(=O)Nc1ccccc1F (configuration not stated)	i	-0.4	-1.2	-7	-1
13	CCCCn1c(N)c(N(CCC(C)C)C(=O)c2ccc([N+](=O)[O-])o2)c(=O)[nH]c1=O	i	-1.6	0.1	-7	0
14	S=C(Nc1ccc(Cl)cc1)NC1CC2CCCC(C1)N2C1CC1 (configuration not stated)	i	-0.9	-0.4	-11	-7
15	CCNc1nc(NOC)nc(OCC#N)n1	i	-0.7	0.1	-1	3

item	SUMO1-SIM PPI	STEP inh	CSN deneddyl inh	DNMT1 block	Tb MetRS inh
1	0	0	-3	8	-0.1
2	17	-4	4	-1	0.1
3	2	2	-1	-3	0.6
4	0	-1	3	-1	-0.2
5	-6	7	-1	2	-0.5
6	1	3	4	-5	-0.1
7	4	16	15	55*	-0.5
8	-34	-2	1	-3	0.3
9	12	1	-5	-9	-3.0
10	-26	1	3	-2	1.8
11	-2	-2	-8	-5	-0.8
12	-2	0	3	0	-0.4
13	-34	-2	2	-1	-0.5
14	0	3	-5	0	0.6
15	-2	3	-2	1	-0.7

# Single records (already shown). Order of screens: Rpn11 block	LMPTP block	MsrA inh	Scp-1 inhibitor	NadD block	SUMO1-SIM PPI	STEP inh	CSN deneddyl inh	DNMT1 block	Tb MetRS inh
# OC1C=CSc2nc3ccccc3n21 (configuration not stated) in the list: i	-2.0	0.8	-11	3	0	-1	3	-1	-0.2
# COc1ccc(N=Nc2ccc(CO)cc2)cc1 in the list: i	0.5	2.7	-11	-7	-26	1	3	-2	1.8
# CSc1nc2nc(C)cc(-c3ccccc3)n2n1 in the list: i	1.9	1.2	-3	-2	0	0	-3	8	-0.1
# CCn1c(CNc2ccc(Cl)cc2)nnc1SCC(=O)NCc1ccccc1 in the list: i	-2.0	0.5	1	-2	2	2	-1	-3	0.6

# (continued)
item	Compound	Rpn11 block	LMPTP block	MsrA inh	Scp-1 inhibitor	NadD block
16	CCN1/C(=C\C(C)=O)Sc2ccc(OC)cc21	i	-2.0	nt	96*	5
17	O=C(O)CN1C(=O)c2cccc(Oc3ccc(Cl)cc3)c2C1=O	i	-2.2	1.2	-4	1
18	CN(C(=O)c1ccco1)c1nc(-c2ccc(F)cc2)cs1	i	0.9	-1.2	-5	9
19	O=C(N/N=C\c1ccc[nH]1)C1COc2ccccc2O1 (configuration not stated)	i	-1.6	1.9	-16	-1
20	Cc1cccc(CSc2nc3[nH]ncc3c(=O)[nH]2)c1	i	-0.5	-0.6	-10	-8
21	Cc1sc2nc(CN3CCOCC3)nc(Cl)c2c1C	i	-1.9	-0.4	-1	-2
22	COc1ccc(N(CC(=O)NC2CC3CCC2C3)S(=O)(=O)c2ccc(C)cc2)cc1Cl (configuration not stated)	i	0.5	-0.4	nt	-4
23	O=C(OCCN1CCOCC1)C(c1ccccc1)c1ccccc1	i	0.3	-1.2	4	3
24	COc1ccc(CCNC(=O)C2CC3Cn4c(nc5ccccc54)C3N2C)cc1 (configuration not stated)	i	-2.1	-1.8	4	-2
25	CC1(C)CC(=O)c2cc3c(nc2C1)CC(C)(C)CC3=O	i	-2.2	1.8	-7	-2
26	Cc1ccc(N(CC(=O)NCCc2ccc(F)cc2)S(=O)(=O)c2ccc(Cl)c([N+](=O)[O-])c2)c(C)c1	i	5.7	0.2	-8	-4
27	COc1cccc(C2CCCN2Cc2nc(CCC(C)C)no2)c1 (configuration not stated)	i	-0.1	0.5	-5	-7
28	CCN(CCCNC(=O)c1ccc(N2CCCC2=O)cc1)c1cccc(C)c1	i	0.4	0.4	-5	-5
29	CN(C)/C=N/c1ncc(C(=O)c2ccc(Cl)cc2)s1	i	0.3	4.3	-4	1
30	CSC1=NC(=O)/C(=C\c2cccc3ccccc23)S1	i	-4.2	1.9	-7	-8

item	SUMO1-SIM PPI	STEP inh	CSN deneddyl inh	DNMT1 block	Tb MetRS inh
16	-5	2	1	4	-0.1
17	-7	0	-3	1	-0.8
18	2	2	4	0	-0.2
19	-1	3	-4	2	0.1
20	-16	1	3	0	-0.9
21	1	2	-6	1	-0.2
22	7	-3	10	-10	0.0
23	-8	-4	-4	9	-2.1
24	0	-4	2	10	-0.1
25	3	2	2	2	-0.2
26	-3	2	-6	0	-1.0
27	13	5	3	-6	-0.5
28	2	-2	2	-4	-0.3
29	-22	0	-2	3	0.2
30	-1	-2	17	-3	-0.5

# Later entries.
item	Compound	Rpn11 block	LMPTP block	MsrA inh	Scp-1 inhibitor	NadD block
31	N/C(=N\OC(=O)Cc1ccccc1[N+](=O)[O-])c1cccc(Br)c1	i	1.7	-1.1	-2	-3
32	CCCNC(=O)C1(C)CCN(C(=O)c2ccc3sccc3c2)C1 (configuration not stated)	i	-2.1	3.3	nt	2
33	CCCCn1c2c(c(=O)n(C)c1=O)C(c1ccc(OC)cc1)N1CCCCCC1=N2 (configuration not stated)	i	1.6	-0.3	5	-5
34	CC(=O)C1=C(C)OC(N)=C(C#N)C1c1cccc2ccccc12 (configuration not stated)	i	-2.7	0.0	-5	3
35	CC(C)Cc1cc(CNC(=O)C2CCC(=O)N(CCc3cccc(F)c3)C2)on1 (configuration not stated)	i	-1.2	-0.4	-6	-3
36	O=C(c1ccc2c(c1)OCO2)N1CCN(S(=O)(=O)c2ccc(Br)cc2Cl)CC1	i	0.6	-0.1	-8	4
37	CCOC(=O)C(=O)N1CCN(c2nc(-c3ccc(Cl)cc3)cs2)CC1	i	0.5	0.7	-5	-4
38	CC(=O)c1ccc(NS(=O)(=O)c2c(C)cc(C)cc2C)cc1	i	3.3	0.5	1	-5
39	Cc1cc(N2CCOCC2)cc(C)[n+]1[O-]	i	-1.4	0.3	-7	-2
40	O=C(N/N=C/c1coc2ccccc2c1=O)c1cc(Br)c(O)c(Br)c1	i	-0.8	0.9	2	16
41	COc1ccc(NC(=O)/C(C#N)=C/c2ccc(OCc3ccccc3F)cc2)cc1	i	0.2	-0.2	-4	4
42	CCOc1ccc(N(CC(=O)NC2CCCCC2)C(=O)Cn2nnc(-c3ccc(C)o3)n2)cc1	i	0.6	0.4	-3	-1
43	COc1cccc(CC(=O)Nc2sc3c(c2C(N)=O)CCCC3)c1	i	0.4	2.1	-10	-4
44	CC1CC(C)CN(c2cc3c(cc2[N+](=O)[O-])C(=O)N(c2ccccc2)C3=O)C1 (configuration not stated)	i	0.8	-0.9	-12	-4
45	COc1ccccc1C(C)NC(=O)CCC(=O)N1CCN(S(=O)(=O)c2ccc(Cl)cc2)CC1 (configuration not stated)	i	0.9	-0.4	-6	5
46	CCOC(=O)C1(Cc2ccccc2)CCN(Cc2cn(CC(=O)OC)c3ccccc23)CC1	i	0.1	2.2	1	-7
47	CC(=O)Nc1ccc(S(=O)(=O)N2CCC(NC(=O)C(Cc3cccc(F)c3)NC(C)=O)CC2)cc1 (configuration not stated)	i	-3.7	-0.5	-6	1
48	O=C(COC(=O)c1ccc(Br)o1)NC1CCCc2ccccc21 (configuration not stated)	i	-0.6	-0.9	-3	-5

item	SUMO1-SIM PPI	STEP inh	CSN deneddyl inh	DNMT1 block	Tb MetRS inh
31	-9	1	-2	0	-0.8
32	6	3	-2	-2	-0.2
33	-1	1	0	1	-1.4
34	-13	0	6	-4	0.1
35	4	1	0	3	0.0
36	4	1	0	1	-0.5
37	-7	3	2	-4	-0.3
38	-5	2	-4	-1	0.1
39	2	-3	3	3	-1.3
40	8	-1	-2	6	-0.1
41	-3	2	-5	31	0.0
42	0	5	2	1	1.1
43	-36	0	2	-3	0.3
44	-18	2	-18	10	-0.1
45	-2	-2	2	-5	-0.5
46	0	-2	3	0	-0.8
47	1	0	-1	-1	-0.6
48	3	1	-1	1	-0.1

# Screening data: PubChem, several laboratories
